GRK2 inh – compounds blocking aptamer binding on GRK2 – biochemical, human GRK2, bead flow cytometry, HTS, primary screen; Beta-adrenergic receptor kinase 1 (Homo sapiens), P25098; 0.59% of 330,000 active; inhibition of aptamer binding, % at 10 µM; FAM-aptamer displacement from GRK2;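 active = inhibition of aptamer binding above 40%, roughly 3 SD of noise, on plates passing a quality check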;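 note: median bead fluorescence of bound FAM aptamer so fluorescent compounds give negative values; no value below 0 was filed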
RPL19A TOR yeast – RPL19A-GFP expression modulators in yeast, primary screen, cell-based, S. cerevisiae, multiplex flow cytometry, MLPCN | 0.3% of 330,000 active | AID 2025, 2009 | percent response vs DMSO, % at 10 µM | S. cerevisiae RPL19A-GFP strain, 3 h; active compounds read low;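 active = percent response vs DMSO below 50%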;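 note: median channel GFP fluorescence of the barcoded RPL19A-GFP strain; ratio of sample median GFP to plate DMSO average so 100% = DMSO; lower means less RPL19A-GFP as with rapamycin TOR inhibition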
LAP4-GFP MLPCN – modulators of LAP4-GFP expression in yeast, primary screen, S. cerevisiae, multiplex flow cytometry, MLPCN library | 3 h; median GFP as percent of DMSO wells | GFP response vs DMSO, % at 10 µM | 0.34% of 320,000 active;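 active = GFP response vs DMSO above a set limit, about the screen mean plus 3 SD, cut at about 150% in these data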
AGP1 TOR yeast – modulators of AGP1-GFP expression in yeast TOR pathway, primary screen, cell-based, multiplex flow cytometry, S. cerevisiae, MLPCN library; 3 h; GFP as percent of DMSO wells; GFP response vs DMSO, % at 10 µM; 0.02% of 320,000 active;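 active = GFP response relative to DMSO above a set limit, near screen average plus 3 SD, cut at about 150% in these data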;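 note: median GFP channel fluorescence of the gated AGP1 strain per well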
VLA-4 inh – inhibition in human VLA-4 binding assay, primary screen, VLA-4 allosteric modulator project, MLPCN library, flow cytometry, VLA-4 expressing cells | Integrin alpha-4 (Homo sapiens), P13612 | ligand binding flow cytometry | inhibition, % (about 7 µM as worked out from the volumes in the protocol) | 0.2% of 330,000 active; in the data active = inhibition above about 50%
Target sequence (P13612 whole entry, looked up): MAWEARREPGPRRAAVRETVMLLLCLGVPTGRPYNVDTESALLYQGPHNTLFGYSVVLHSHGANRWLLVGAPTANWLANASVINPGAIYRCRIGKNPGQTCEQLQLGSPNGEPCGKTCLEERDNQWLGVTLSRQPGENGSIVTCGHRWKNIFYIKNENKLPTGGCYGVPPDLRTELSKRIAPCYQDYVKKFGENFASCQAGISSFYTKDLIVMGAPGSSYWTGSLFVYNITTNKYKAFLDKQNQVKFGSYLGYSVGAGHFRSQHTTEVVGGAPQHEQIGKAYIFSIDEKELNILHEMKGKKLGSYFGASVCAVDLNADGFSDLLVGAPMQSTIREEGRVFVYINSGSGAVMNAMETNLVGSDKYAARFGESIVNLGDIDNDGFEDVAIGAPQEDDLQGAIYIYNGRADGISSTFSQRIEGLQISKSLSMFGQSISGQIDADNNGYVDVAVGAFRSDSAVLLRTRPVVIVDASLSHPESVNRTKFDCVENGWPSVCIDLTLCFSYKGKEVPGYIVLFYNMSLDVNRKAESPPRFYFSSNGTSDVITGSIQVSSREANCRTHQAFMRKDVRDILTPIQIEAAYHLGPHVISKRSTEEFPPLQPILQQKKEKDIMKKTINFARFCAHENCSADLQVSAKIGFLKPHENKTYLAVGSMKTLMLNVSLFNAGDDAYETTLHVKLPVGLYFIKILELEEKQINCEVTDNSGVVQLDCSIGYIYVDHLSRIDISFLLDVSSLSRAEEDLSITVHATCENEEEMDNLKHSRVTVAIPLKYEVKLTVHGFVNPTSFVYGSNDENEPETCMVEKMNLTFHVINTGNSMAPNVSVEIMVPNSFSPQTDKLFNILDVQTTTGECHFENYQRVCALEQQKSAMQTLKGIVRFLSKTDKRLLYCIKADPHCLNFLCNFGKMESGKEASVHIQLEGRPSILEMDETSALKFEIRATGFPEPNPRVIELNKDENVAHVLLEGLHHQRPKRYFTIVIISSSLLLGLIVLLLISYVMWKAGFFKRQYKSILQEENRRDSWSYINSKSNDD
MEP2-GFP yeast – modulators of MEP2-GFP levels in yeast, primary screen, S. cerevisiae, multiplex flow cytometry, MLPCN library | GFP response vs DMSO, % at 10 µM | AID 2016, 2009 | 0.51% of 330,000 active | S. cerevisiae MEP2-GFP strain, 3 h; 100% = DMSO control level;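 active = GFP response versus DMSO above a set limit, roughly screen mean plus 3 SD, cut at about 180% in these data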;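 note: median GFP fluorescence of the barcode-gated MEP2-GFP cells per well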
GASC-1 inh – inhibitors of GASC-1 histone demethylase, primary screen, biochemical, fluorescence, DELFIA europium; Lysine-specific demethylase 4C (Homo sapiens), Q9H3R0; GST-JMJD2C(1-420) H3K9me3 demethylation; inhibition, % at 2.35 µM; 0.069% of 330,000 active;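 active = more than half of a compound's replicate wells show inhibition beyond 50%, single wells judged on their own value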;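 note: signal counts dimethyl H3K9 product captured on neutravidin plate; 0% = median of DMSO wells and 100% = 0.3 times that DMSO median; strong numbers were not always called active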
CIT2-GFP yeast – modulators of CIT2-GFP expression in yeast, primary screen, S. cerevisiae, GFP fusion, multiplex flow cytometry, MLPCN library; S. cerevisiae CIT2-GFP strain, 3 h; 100 means same as DMSO wells; GFP response vs DMSO, % at 10 µM; 0.065% of 320,000 active; AID 2029, 2009;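 active = GFP response relative to DMSO above a set limit, near the screen mean plus 3 SD, cut at about 150% in these data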;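 note: ratio of well median GFP fluorescence to mean of DMSO wells on the plate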
* = called active by the depositor; & = joins results of further samples.

What do the screens show for `COc1ccc(C2=CC(c3ccc(Cl)cc3)n3cnnc3N2)cc1OC` (stereo not drawn)?
GRK2 inh: 0; RPL19A TOR yeast: 100; LAP4-GFP MLPCN: 102; AGP1 TOR yeast: 101; VLA-4 inh: 0; MEP2-GFP yeast: 100; GASC-1 inh: 17; CIT2-GFP yeast: 101

What do the screens show for `O=C(O)C1CCN(S(=O)(=O)c2cccs2)CC1`?
GRK2 inh: 1; RPL19A TOR yeast: 102; LAP4-GFP MLPCN: 94; AGP1 TOR yeast: 109; VLA-4 inh: 17; MEP2-GFP yeast: 105; GASC-1 inh: 26; CIT2-GFP yeast: 109

Results for CC(C)CN(C)C(=O)CCc1nnc(Cc2cccc(C(F)(F)F)c2)o1 ?
GRK2 inh: 2; RPL19A TOR yeast: 104; LAP4-GFP MLPCN: 101; AGP1 TOR yeast: 101; VLA-4 inh: 26; MEP2-GFP yeast: 98; GASC-1 inh: 21; CIT2-GFP yeast: 98

How did COc1ccc(-c2cc(C(F)(F)F)n3nc(C(=O)N4CCN(C(=O)c5ccco5)CC4)cc3n2)cc1 do in these assays?
GRK2 inh: 1; RPL19A TOR yeast: 98; LAP4-GFP MLPCN: 102; AGP1 TOR yeast: 103; VLA-4 inh: 23; MEP2-GFP yeast: 105; GASC-1 inh: -5; CIT2-GFP yeast: 99

What do the screens show for `Cc1cc(C)nc(N2CCCC(C(=O)NCCc3ccccc3F)C2)n1` (stereo not drawn)?
GRK2 inh: 2; RPL19A TOR yeast: 96; LAP4-GFP MLPCN: 100; AGP1 TOR yeast: 99; VLA-4 inh: 5; MEP2-GFP yeast: 96; GASC-1 inh: -9; CIT2-GFP yeast: 96

How did NS(=O)(=O)c1ccc(CCNC(=O)c2ccc(S(=O)(=O)N3CCCCC3)cc2)cc1 do in these assays?
GRK2 inh: 0; RPL19A TOR yeast: 98; LAP4-GFP MLPCN: 98; AGP1 TOR yeast: 104; VLA-4 inh: 20; MEP2-GFP yeast: 100; GASC-1 inh: 4; CIT2-GFP yeast: 104

What do the screens show for `COc1cccc(NC(=O)CN(C)C(=O)CNC(=O)c2sc3ccccc3c2Cl)c1`?
GRK2 inh: 0; RPL19A TOR yeast: 93; LAP4-GFP MLPCN: 97; AGP1 TOR yeast: 91; VLA-4 inh: 9; MEP2-GFP yeast: 92; GASC-1 inh: 1; CIT2-GFP yeast: 84

Results for CCOc1ccc(N2CC(C(=O)NC3CCCCCC3)CC2=O)cc1 (stereo not drawn) ?
GRK2 inh: 2; RPL19A TOR yeast: 98; LAP4-GFP MLPCN: 83; AGP1 TOR yeast: 100; VLA-4 inh: 11; MEP2-GFP yeast: 94; GASC-1 inh: -5; CIT2-GFP yeast: 94

Results for O=C(NCc1ccccn1)c1ccco1 ?
GRK2 inh: 0; RPL19A TOR yeast: 102; LAP4-GFP MLPCN: 92; AGP1 TOR yeast: 96; VLA-4 inh: 3; MEP2-GFP yeast: 106; GASC-1 inh: 4; CIT2-GFP yeast: 104

How did C=CCn1c(SCC(N)=O)nc2sc3c(c2c1=O)CCC3 do in these assays?
GRK2 inh: 0; RPL19A TOR yeast: 98; LAP4-GFP MLPCN: 89; AGP1 TOR yeast: 92; VLA-4 inh: -22; MEP2-GFP yeast: 99; GASC-1 inh: 1; CIT2-GFP yeast: 94

Results for CCC(=O)N1CCN(c2ccc(NC(=O)COc3ccccc3[N+](=O)[O-])cc2)CC1 ?
GRK2 inh: 10; RPL19A TOR yeast: 94; LAP4-GFP MLPCN: 104; AGP1 TOR yeast: 99; VLA-4 inh: -2; MEP2-GFP yeast: 101; GASC-1 inh: -3; CIT2-GFP yeast: 92

How did O=C(Cc1ccccc1Cl)NCc1cccnc1 do in these assays?
GRK2 inh: 1; RPL19A TOR yeast: 106; LAP4-GFP MLPCN: 85; AGP1 TOR yeast: 101; VLA-4 inh: 1; MEP2-GFP yeast: 103; GASC-1 inh: 7; CIT2-GFP yeast: 105

As a short view, two of the compounds above:
Results for CCC(=O)N1CCN(c2ccc(NC(=O)COc3ccccc3[N+](=O)[O-])cc2)CC1 ?
GRK2 inh: 10; RPL19A TOR yeast: 94; LAP4-GFP MLPCN: 104; AGP1 TOR yeast: 99; VLA-4 inh: -2; MEP2-GFP yeast: 101; GASC-1 inh: -3; CIT2-GFP yeast: 92

How did O=C(Cc1ccccc1Cl)NCc1cccnc1 do in these assays?
GRK2 inh: 1; RPL19A TOR yeast: 106; LAP4-GFP MLPCN: 85; AGP1 TOR yeast: 101; VLA-4 inh: 1; MEP2-GFP yeast: 103; GASC-1 inh: 7; CIT2-GFP yeast: 105

Later entries.
How did CC(C)=C1SC(N2CCN(c3cccc(C(F)(F)F)c3)CC2)=NC1=O do in these assays?
GRK2 inh: 0; RPL19A TOR yeast: 94; LAP4-GFP MLPCN: 112; AGP1 TOR yeast: 97; VLA-4 inh: 0; MEP2-GFP yeast: 97; GASC-1 inh: -2; CIT2-GFP yeast: 89

How did Cc1nc(SCC(N)=O)[nH]c(=O)c1Cc1ccc(OC(C)C)cc1 do in these assays?
GRK2 inh: 0; RPL19A TOR yeast: 89; LAP4-GFP MLPCN: 88; AGP1 TOR yeast: 89; VLA-4 inh: 8; MEP2-GFP yeast: 93; GASC-1 inh: 4; CIT2-GFP yeast: 84

Results for O=C(c1ccc(Cn2c(=O)[nH]c3ccccc3c2=O)cc1)N1CCN(c2ccc(Cl)cc2)CC1 ?
GRK2 inh: 2; RPL19A TOR yeast: 100; LAP4-GFP MLPCN: 100; AGP1 TOR yeast: 102; VLA-4 inh: 2; MEP2-GFP yeast: 110; GASC-1 inh: 4; CIT2-GFP yeast: 100

What do the screens show for `Cc1ccc(NC(=O)CCCSc2ccccc2)cc1S(=O)(=O)N1CCOCC1`?
GRK2 inh: 0; RPL19A TOR yeast: 94; LAP4-GFP MLPCN: 97; AGP1 TOR yeast: 100; VLA-4 inh: 9; MEP2-GFP yeast: 93; GASC-1 inh: -2; CIT2-GFP yeast: 95

How did CCCCN1C[C@H](C)[C@@H](CC(=O)NCc2ccccc2)C1=O do in these assays?
GRK2 inh: 0; RPL19A TOR yeast: 93; LAP4-GFP MLPCN: 125; AGP1 TOR yeast: 77; VLA-4 inh: 15; MEP2-GFP yeast: 90; GASC-1 inh: -6; CIT2-GFP yeast: 68

How did CCCCCCCNC(=O)CC(NS(=O)(=O)c1ccc(NC(C)=O)cc1)C(C)C (stereo not drawn) do in these assays?
GRK2 inh: 0; RPL19A TOR yeast: 99; LAP4-GFP MLPCN: 89; AGP1 TOR yeast: 92; VLA-4 inh: 12; MEP2-GFP yeast: 103; GASC-1 inh: 4; CIT2-GFP yeast: 98

How did Cc1sc2ncn(CC(=O)NCCCC(=O)N3CCCCC3)c(=O)c2c1C do in these assays?
GRK2 inh: 0; RPL19A TOR yeast: 100; LAP4-GFP MLPCN: 99; AGP1 TOR yeast: 102; VLA-4 inh: -3; MEP2-GFP yeast: 106; GASC-1 inh: 11; CIT2-GFP yeast: 105

What do the screens show for `CN1CCN(c2nc(-c3ccccc3)c3cc(Cl)ccc3n2)CC1`?
GRK2 inh: 0; RPL19A TOR yeast: 92; LAP4-GFP MLPCN: 91; AGP1 TOR yeast: 92; VLA-4 inh: 11; MEP2-GFP yeast: 100; GASC-1 inh: 23; CIT2-GFP yeast: 82

What do the screens show for `O=C(CSc1nnc(-c2ccc(Cl)cc2)n1Cc1ccco1)NCc1ccc2c(c1)OCO2`?
GRK2 inh: 1; RPL19A TOR yeast: 101; LAP4-GFP MLPCN: 102; VLA-4 inh: 89*; MEP2-GFP yeast: 101; GASC-1 inh: 2; CIT2-GFP yeast: 99

How did O=C(Nc1ccccc1F)Nc1ccccc1OC(F)F do in these assays?
GRK2 inh: 0; RPL19A TOR yeast: 102; LAP4-GFP MLPCN: 101; AGP1 TOR yeast: 96; VLA-4 inh: 3; MEP2-GFP yeast: 110; GASC-1 inh: 4; CIT2-GFP yeast: 110

Results for CC(C)N(C(=O)c1nn(C)c2c1CSc1ccccc1-2)C1CCCCC1 ?
GRK2 inh: 6; RPL19A TOR yeast: 111; LAP4-GFP MLPCN: 121; AGP1 TOR yeast: 114; VLA-4 inh: 12; MEP2-GFP yeast: 102; GASC-1 inh: -2; CIT2-GFP yeast: 113

What do the screens show for `CN(C)[C@@H](CO)c1nnc([C@H](Cc2ccc(O)cc2)NC(=O)C2CCNCC2)o1`?
GRK2 inh: 3; RPL19A TOR yeast: 94; LAP4-GFP MLPCN: 125; AGP1 TOR yeast: 73; VLA-4 inh: 0; MEP2-GFP yeast: 90; GASC-1 inh: 4; CIT2-GFP yeast: 72

How did Cc1cc(C)c(S(=O)(=O)Nc2ccc(O)c(Sc3ncn[nH]3)c2)c(C)c1 do in these assays?
GRK2 inh: 0; RPL19A TOR yeast: 102; LAP4-GFP MLPCN: 89; AGP1 TOR yeast: 94; VLA-4 inh: 5; MEP2-GFP yeast: 103; GASC-1 inh: 2; CIT2-GFP yeast: 96

What do the screens show for `O=C(COC(=O)CCC(=O)c1ccc(F)cc1)NCc1ccco1`?
GRK2 inh: 0; RPL19A TOR yeast: 102; LAP4-GFP MLPCN: 107; AGP1 TOR yeast: 105; VLA-4 inh: 19; MEP2-GFP yeast: 108; GASC-1 inh: -4; CIT2-GFP yeast: 104

What do the screens show for `O=C(CN1C(=O)NC2(CCOc3ccccc32)C1=O)NCCc1ccccc1` (stereo not drawn)?
GRK2 inh: 0; RPL19A TOR yeast: 95; LAP4-GFP MLPCN: 100; AGP1 TOR yeast: 98; VLA-4 inh: -3; MEP2-GFP yeast: 94; GASC-1 inh: 2; CIT2-GFP yeast: 93

Results for COc1ccc(C(=O)NCc2nnc(SCC(=O)Nc3cc(C)cc(C)c3)o2)cc1OC ?
GRK2 inh: 0; RPL19A TOR yeast: 103; LAP4-GFP MLPCN: 105; AGP1 TOR yeast: 104; VLA-4 inh: 6; MEP2-GFP yeast: 115; GASC-1 inh: 0&7; CIT2-GFP yeast: 109

How did O=S(=O)(NCC(c1ccccc1)N1CCC(O)CC1)c1ccc(Cl)cc1 (stereo not drawn) do in these assays?
GRK2 inh: 2; RPL19A TOR yeast: 99; LAP4-GFP MLPCN: 94; AGP1 TOR yeast: 99; VLA-4 inh: 5; MEP2-GFP yeast: 101; GASC-1 inh: -3; CIT2-GFP yeast: 99

Gathered by group, the entries above containing an aryl methoxy group
What do the screens show for `COc1ccc(C2=CC(c3ccc(Cl)cc3)n3cnnc3N2)cc1OC` (stereo not drawn)?
GRK2 inh: 0; RPL19A TOR yeast: 100; LAP4-GFP MLPCN: 102; AGP1 TOR yeast: 101; VLA-4 inh: 0; MEP2-GFP yeast: 100; GASC-1 inh: 17; CIT2-GFP yeast: 101

How did COc1ccc(-c2cc(C(F)(F)F)n3nc(C(=O)N4CCN(C(=O)c5ccco5)CC4)cc3n2)cc1 do in these assays?
GRK2 inh: 1; RPL19A TOR yeast: 98; LAP4-GFP MLPCN: 102; AGP1 TOR yeast: 103; VLA-4 inh: 23; MEP2-GFP yeast: 105; GASC-1 inh: -5; CIT2-GFP yeast: 99

What do the screens show for `COc1cccc(NC(=O)CN(C)C(=O)CNC(=O)c2sc3ccccc3c2Cl)c1`?
GRK2 inh: 0; RPL19A TOR yeast: 93; LAP4-GFP MLPCN: 97; AGP1 TOR yeast: 91; VLA-4 inh: 9; MEP2-GFP yeast: 92; GASC-1 inh: 1; CIT2-GFP yeast: 84

Results for COc1ccc(C(=O)NCc2nnc(SCC(=O)Nc3cc(C)cc(C)c3)o2)cc1OC ?
GRK2 inh: 0; RPL19A TOR yeast: 103; LAP4-GFP MLPCN: 105; AGP1 TOR yeast: 104; VLA-4 inh: 6; MEP2-GFP yeast: 115; GASC-1 inh: 0&7; CIT2-GFP yeast: 109
